CAL PDZ FP-1 = untagged CAL PDZ binding inhibitors, primary screen, biochemical, fluorescence polarization, HTS. AID 602252, 2012. purified CAL PDZ, TMR-peptide fluorescence polarization, 1 h. inhibition, % at 24.9 µM. 300,000 tested, 0.92% active. Golgi-associated PDZ and coiled-coil motif-containing protein (Homo sapiens), Q9HD26;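 active = mean inhibition of at least 30% with at least half of replicates also reaching 30%; inconclusive = no clear call, values can overlap the other calls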;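 note: 0% = DMSO neutral control and 100% = excess unlabeled competitor peptide PRC23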
Rtt109 HAT inh = inhibitors of C. albicans Rtt109/Vps75 HAT, primary screen, biochemical, ThioGlo CoA-SH fluorescence, plate reader; inhibition, % at 34.9 µM; Histone acetyltransferase RTT109 (Candida albicans (strain SC5314 / ATCC MYA-2876)), …; purified Rtt109/Vps75, 4 h; 330,000 tested, 0.16% active;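 active = inhibition of at least 50% in every replicate; inconclusive = best replicate reaches 50% inhibition but some replicates fall short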
Target sequence (Q5AAJ8 whole entry, looked up): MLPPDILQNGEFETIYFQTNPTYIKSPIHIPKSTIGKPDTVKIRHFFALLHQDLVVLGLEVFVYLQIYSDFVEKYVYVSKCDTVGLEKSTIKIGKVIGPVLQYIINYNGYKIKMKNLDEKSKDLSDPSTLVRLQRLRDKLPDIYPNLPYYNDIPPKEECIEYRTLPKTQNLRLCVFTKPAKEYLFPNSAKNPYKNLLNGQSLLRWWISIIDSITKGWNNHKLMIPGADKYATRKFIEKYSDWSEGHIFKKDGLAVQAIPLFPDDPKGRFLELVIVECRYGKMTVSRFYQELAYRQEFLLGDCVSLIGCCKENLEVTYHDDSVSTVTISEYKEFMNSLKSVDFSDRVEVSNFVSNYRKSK
CAL PDZ FP-2 = CAL PDZ peptide-binding inhibitors, primary screen, biochemical, fluorescence polarization, Cer-tagged CAL PDZ, HTS | inhibition, % at 20 µM | 330,000 tested, 0.02% active | AID 504414, 2011 | purified CAL PDZ, TMR-peptide fluorescence polarization, 1 h | Golgi-associated PDZ and coiled-coil motif-containing protein (Homo sapiens), Q9HD26;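 active = highest replicate inhibition of at least 40%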;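 note: plate controls were DMSO neutral control wells for no effect and unlabeled competitor peptide control wells for full effect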
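Assay system – tagged CAL PDZ protein CerCALP, purified · Timing – 1 h at RT · Compound – single point, 20 µM · Measured by – fluorescence polarization from S- and P-plane intensities, G-factor corrected · Evaluation – inhibition from polarization loss · Probe or stimulus – TMR reporter peptide T*-PRC34 · Buffer or medium – pH 7.4 phosphate-saline buffer, reducing agent, detergent, IgG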
dFosB activator = activators of delta FosB homodimer, primary screen, biochemical, fluorescence polarization, TAMRA-CDK5 oligo, single point; 340,000 tested, 0.99% active; purified delta FosB; percent of positive-control signal above neutral wells; activation, % at 25 µM;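 active = mean activation above about 17%, with every replicate also reaching it, limit read from the data, passing the limit was not always enough; inconclusive = only one of the two conditions met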;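 note: fluorescence polarization rise as delta FosB binds a TAMRA Cdk5 AP-1 oligo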
Target sequence (P13346 whole entry, looked up): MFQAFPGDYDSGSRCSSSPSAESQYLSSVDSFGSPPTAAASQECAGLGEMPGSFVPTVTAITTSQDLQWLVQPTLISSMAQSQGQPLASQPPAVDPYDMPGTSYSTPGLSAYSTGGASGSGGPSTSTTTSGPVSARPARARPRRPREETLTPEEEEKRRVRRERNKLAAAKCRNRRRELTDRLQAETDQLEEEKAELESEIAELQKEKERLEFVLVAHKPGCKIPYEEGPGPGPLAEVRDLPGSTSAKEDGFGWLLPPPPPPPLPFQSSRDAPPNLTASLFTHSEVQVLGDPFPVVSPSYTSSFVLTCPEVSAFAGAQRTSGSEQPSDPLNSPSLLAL
cardiac RTF act = cardiac RTF calcium sensitivity activators, primary screen, biochemical, IANBD-TnC fluorescence, EC20 calcium; Troponin I, cardiac muscle (Homo sapiens) + Troponin T, cardiac muscle (Homo sapiens) + …; IANBD-labeled TnC RTF fluorescence at EC20 calcium; 0% EC20 calcium, 100% full calcium; activation, % at 7.2 µM; 340,000 tested, 0.24% active;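 active = activation above the mean over all tested compounds plus 3 SD, cut at about 30% in these data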;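 note: rise in fluorescence read as greater calcium sensitivity of cardiac thin filaments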
Tat export inh = E. coli Tat export inhibitors, primary screen, MC4100, TorA-mCherry reporter, fluorescence, single point; inhibition, % at 10 µM; 340,000 tested, 0.036% active;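 active = mean replicate inhibition at least 50% and at least half of replicates individually reaching 50%; inconclusive = only one of the two criteria met; inactive = neither criterion met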;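 note: exported cargo escapes ClpAP degradation while cytoplasmic cargo is degraded and loses fluorescence; 0% = median of neutral control wells and 100% = median of NaSCN control wells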
Wnt act = Wnt/beta-catenin pathway activators, primary screen, cell-based, plate reader, single point; Wnt/beta-catenin reporter cell assay, activator; activation, % at 9.35 µM; 300,000 tested, 1.2% active; AID 743398, 2014; in the data active = activation above about 30%, passing the limit was not always enough; inconclusive = no clear call, values can overlap the other calls;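 note: 0% = neutral control wells and 100% = positive control wells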
MITF act = activators of MITF-driven TRPM1 promoter reporter, primary screen, cell-based, SK-MEL-5, luciferase, single point; AID 588334, 2011; 300,000 tested, 0.75% active; activation, % at 12.5 µM; SK-MEL-5 TRPM1-promoter luciferase, 24 h; % of positive control, neutral wells = 0;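 active = mean activation of at least 80% with every replicate also reaching 80%; inconclusive = mean reaches 80% but some replicate falls short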;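 note: 0% = neutral control wells and 100% = parthenolide positive control wells; values of inactives mirror those of a sister screen read the other way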
V-ATPase pH = regulators of yeast V-ATPase proton pumping, primary screen, pHLuorin cytosolic pH fluorescence | S. cerevisiae | response, % at 10 µM | 350,000 tested, 0.37% active; in the data active = response mostly above about 7.3%, no sharp cut-off; inactive = mostly below about 5.4%; note: actives read high; inactives centre near 0; some compounds called inactive have numbers as strong as hits; reference of the scale not given here
CDK5 inh = inhibitors of human CDK5/p35 kinase, primary screen, biochemical, single concentration; inhibition, % at 10 µM; 330,000 tested, 0.01% active; Recombinant CDK5/p35, ADP-Glo luminescence, 60 min; Cyclin-dependent kinase 5 (Homo sapiens) + Cyclin-dependent kinase 5 activator 1 (Homo …;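 active = highest replicate inhibition of at least 50% and at least 75% of replicates reaching 50%; inconclusive = only one of the two criteria met; inactive = both criteria failed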;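 note: plate controls were DMSO neutral control for no effect and GW8510 at 10 µM for full effect; many of its hits are not listed in these tables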
* hit, by the source's call; ? = inconclusive; · = no result given.

Compound | CAL PDZ FP-1 | Rtt109 HAT inh | CAL PDZ FP-2 | dFosB activator | cardiac RTF act | Tat export inh | Wnt act | MITF act | V-ATPase pH | CDK5 inh
CNC(=O)NC(=S)NC(=O)c1ccccc1Cl | -3 | -7 | · | 5 | -4 | 1 | 1 | 9 | -2 | 2.7
Cc1n[nH]c(C)c1CCC(=O)N/N=C/C=C/c1ccccc1 | -3 | 6 | -3.0 | -8 | -7 | -6 | -4 | -5 | 3 | -0.3
CC(C)[C@H](NS(=O)(=O)c1ccccc1)C(=O)OCC(=O)NC1CCCCC1 | -2 | 3 | -5.3 | -10 | 0 | -8 | -1 | -5 | 1 | -3.9
C=CCC1(C(=O)NCCO)CCN(C(=O)OC(C)(C)C)CC1 | -2 | -13 | -0.3 | -2 | 0 | -7 | -2 | -8 | 3 | 0.2
O=C(Nc1ccc(OCc2ccccc2)cc1)c1ccccc1 | -1 | -7 | -2.4 | 2 | 4 | -5 | -6 | 50 | 3 | 0.3
Cc1ccc(CNC(=O)CCC2CCCN(Cc3cccc4cccnc34)C2)o1 (stereo unspecified) | -4 | -8 | -0.4 | -5 | 1 | -3 | -1 | -12 | 5 | 1.6
COc1ccc(NC(=O)COC(=O)c2ccc3c(c2)OCCO3)cc1OC | -6 | -4 | -0.1 | 48* | -1 | -1 | -1 | 1 | 0 | -0.7
O=C(NCCc1ccccn1)C(F)(F)C(F)(F)C(F)(F)C(F)(F)C(F)(F)C(F)F | 0 | 9 | -0.2 | -4 | -2 | -1 | · | -1 | -3 | ·
Cc1cc(SCc2cccc([N+](=O)[O-])c2)nc(=O)[nH]1 | -5 | -11 | -0.3 | -8 | -6 | 0 | -2 | 6 | 2 | -1.0
COc1ccc(C(C(=O)NCC2CCCO2)N(C(=O)CNC(=O)c2cccs2)c2ccc(C)cc2)cc1OC (stereo unspecified) | -3 | 5 | -0.7 | -2 | 0 | -4 | -4 | 8 | 0 | 0.3
COc1ccc(-c2nc3ccccc3c(=O)n2CCCN2CCOCC2)cc1 | -1 | -5 | -0.1 | -2 | -1 | -11 | 0 | 2 | -1 | -0.5
OC(COc1ccc2cc(Br)ccc2c1)CN1CCN(c2ccccn2)CC1 (stereo unspecified) | -6 | -3 | -4.3 | -4 | 0 | -6 | -5 | 4 | 1 | -0.8
Cc1ccc(-n2ncc3c(=O)[nH]c(SCC(=O)N4CCCC4)nc32)cc1C | · | -4 | -1.3 | -5 | 1 | 1 | -1 | 13 | 3 | 0.9
COc1cccc(-c2nc(CS(=O)(=O)CC(=O)Nc3cc(C)ccc3C)c(C)o2)c1 | · | -8 | 0.4 | ? | 3 | -2 | -2 | -8 | 3 | 0.6
Cc1ccc(N2CCN(c3ccc([N+](=O)[O-])cn3)CC2)c(C)c1 | -1 | 3 | -0.1 | -2 | 1 | -6 | -1 | 9 | -5 | -0.2
CC1CCN(Cc2c(C(=O)N3CCc4ccccc4C3)nc3ccc(Cl)cn23)CC1 | 2 | 21 | -2.6 | -8 | 2 | 2 | -3 | -7 | -1 | -1.6
Nc1nc(Nc2ccccc2)nc(N2CCOCC2)c1[N+](=O)[O-] | -3 | 15 | -1.9 | -4 | -3 | 17 | · | -11 | -1 | 4.0
CN(C)S(=O)(=O)NCC1CCCN(Cc2cc3ccccc3s2)C1 (stereo unspecified) | -2 | -9 | -3.5 | -11 | 13 | -3 | -1 | · | 1 | 0.1
CCOC(=O)c1nc2sc3c(c2c(=O)[nH]1)CCCC3 | -2 | -19 | -0.2 | -2 | 3 | -4 | · | -7 | -1 | -0.7
CCN1C(=O)CSc2ccc(C(=O)NCc3ccccc3OC)cc21 | -1 | 1 | -0.9 | -3 | 0 | 0 | -1 | 6 | -6 | 1.0
Fc1ccc(CNC(=S)NCc2cccc(Cl)c2)cc1 | 0 | 23 | -2.5 | 1 | -2 | 6 | -1 | -2 | 4 | 0.5
CS(=O)(=O)N1CCC(C(=O)Nc2ccccc2Sc2ccccc2)CC1 | 3 | 2 | -1.1 | -3 | -2 | 1 | · | 3 | 0 | 2.0
Cc1ccc2sc(C)cc(=O)c2c1 | -6 | 2 | -0.7 | 3 | 2 | 2 | -2 | 17 | 0 | -3.1
CCOC(=O)CS(=O)(=O)c1ccccc1 | 27 | 7 | -2.3 | 0 | -3 | -4 | 3 | 8 | -3 | 0.3
COc1ccc(NC(=O)CSc2ccc3c4c(cccc24)C(=O)c2ccccc2-3)cc1 | -2 | -4 | -1.1 | -8 | 27 | -2 | 3 | · | -2 | -0.7
O=C(c1ccco1)N1CCN(C(=O)c2cn(-c3ccccc3)nc2-c2ccc(F)cc2)CC1 | -5 | 5 | 0.4 | -12 | 1 | 4 | 10 | 19 | 2 | -3.6
CCOC(=O)c1csc(NC(=O)c2ccc(C#N)cc2)n1 | 0 | 11 | -2.3 | -3 | -2 | 0 | 0 | 13 | -3 | 1.2
COc1ccc(N(CC(=O)N/N=C/c2ccc(OC)c(OC)c2)S(=O)(=O)c2ccccc2)cc1 | 2 | 0 | -1.6 | -12 | 9 | 1 | -2 | 17 | 0 | 0.2
CCn1c(C)cc(C)c(C#N)c1=O | -3 | 10 | 19 | -3 | 2 | -4 | -1 | 8 | 1 | -1.2
C=CCN(c1ccccc1)S(=O)(=O)c1cccc(C(=O)NCC(c2ccccc2OC)N2CCCC2)c1 (stereo unspecified) | 5 | 1 | -2.7 | -7 | 1 | 0 | -2 | -8 | 5 | -0.2
CCCc1nc2ccccc2c(C(=O)OCc2nnc(-c3cc(OC)c(OC)c(OC)c3)o2)c1CC | -6 | 1 | -3.6 | -19 | 0 | 7 | 0 | -17 | 2 | -1.2
Brc1ccc(Br)c2cnccc12 | -3 | 3 | 0.3 | -1 | -5 | 2 | -3 | 20 | 0 | 0.8
COc1ccc(Cl)cc1-c1nc(SCC(N)=O)n[nH]1 | -5 | -4 | -2.0 | -14 | -2 | 0 | -3 | 2 | 3 | 0.3
CC(=O)N1CCN(C(C)=O)C1c1ccccc1 | -4 | 0 | -1.5 | -3 | 5 | 8 | 1 | · | 1 | -1.5
COc1cccc(S(=O)(=O)NCc2ccc3c(c2)OCO3)c1 | 1 | 1 | -0.4 | 1 | 1 | 0 | -1 | -1 | -2 | 0.2
CCn1cc([N+](=O)[O-])c(C(=O)Nc2ccc3c(c2)OCCO3)n1 | -5 | · | -1.7 | 2 | 7 | -4 | · | 10 | -3 | -0.7
CCCCCc1nnc(NC(=O)c2ccc(=O)n(C)n2)s1 | -3 | -3 | 176* | -4 | -1 | 1 | -1 | 5 | 0 | 0.3
CCCN(CCC)S(=O)(=O)c1cc2c3c(c1)CCN3C(=O)CC2 | -1 | -12 | -3.3 | -7 | 2 | 0 | 0 | 8 | 0 | 0.2
CCc1nnc(NC(=O)CSc2nnc(-c3ccoc3C)n2-c2cccc(C)c2)s1 | -2 | -13 | -2.2 | -5 | -6 | -7 | · | -12 | 2 | 1.0
CC(NC(=O)CNC(=O)c1cccs1)c1cccc(C(F)(F)F)c1 (stereo unspecified) | -4 | 3 | 1.5 | -3 | 2 | 13 | 1 | 1 | 2 | -5.1
O=C(Nc1ccc(Br)cn1)c1ccc(Br)s1 | -2 | 8 | -2.1 | -2 | 3 | -1 | 38* | 21 | 2 | 0.7
Cc1ccc(C)c(NC(=O)C2CC(O)CN2C(=O)OC(C)(C)C)c1 (stereo unspecified) | 0 | 0 | -2.2 | -9 | 7 | 5 | · | -8 | 3 | 1.4
CCOC(=O)c1cc(C)n(-c2ccc(Cl)cc2)c1C | -3 | -3 | -0.6 | -1 | -5 | -2 | 2 | -1 | -4 | -1.1
Cc1ccc(-c2nc(-c3cccnc3)sc2CC(=O)O)cc1 | -2 | -9 | -0.6 | -1 | 0 | 7 | -3 | -16 | 0 | 2.1
N/C(=N\OC(=O)CCCc1ccccc1)c1ccc([N+](=O)[O-])cc1 | -1 | -7 | -0.5 | 3 | -6 | -5 | -5 | -1 | 3 | 0.7
O=C(NNC1=NCCC1)c1ccc(Br)cc1 | · | 4 | -0.7 | -1 | 0 | 7 | · | -16 | 0 | 0.1
Cc1cccc(NC(=O)C(=O)NNC(=O)c2ccc(C(C)(C)C)cc2)c1 | -9 | -1 | -3.1 | 10 | -5 | 26 | 3 | 4 | 1 | -10.0
COc1ccc2sc(-c3ccc(SC)cc3)c(-c3ccc(O)cc3)c2c1 | -4 | 18 | 1.2 | -2 | -5 | -7 | -1 | -6 | -4 | 0.7
CCCC(C)C(=O)Nc1ccc(S(N)(=O)=O)cc1 (stereo unspecified) | 6 | -3 | 0.0 | 1 | 9 | 25 | 0 | 0 | 0 | -0.1
Cc1nc2ccc(NC(=S)N3CCOCC3)cc2nc1C | -3 | -39 | -7.1 | 2 | 2 | 6 | -1 | -5 | -1 | -0.6

Further entries follow.
Compound | CAL PDZ FP-1 | Rtt109 HAT inh | CAL PDZ FP-2 | dFosB activator | cardiac RTF act | Tat export inh | Wnt act | MITF act | V-ATPase pH | CDK5 inh
c1ccc(N2CCN(c3c4c(nc5ncnn35)CCC4)CC2)cc1 | -1 | -1 | 0.0 | 1 | 0 | -9 | -1 | 2 | -3 | 0.3
O=C(NCc1ccccc1)C1=C[C@H](c2ccc3c(c2)OCO3)C[C@H](OCc2ccc(CO)cc2)O1 | 2 | 7 | -0.4 | 0 | -8 | -1 | -4 | -6 | -3 | -2.2
N#Cc1ccc(OCc2nnc(SCC(=O)c3ccccc3)n2-c2ccccc2)cc1 | -4 | 1 | -2.0 | 1 | -4 | -3 | · | -5 | -1 | 8.2
Clc1ccc(C2=Nn3c(nnc3-c3cc(-c4ccccc4)n[nH]3)SC2)cc1 | · | 11 | -2.1 | -30 | 0 | -8 | · | 21 | 1 | 1.2
COc1cc2c(cc1NC(=O)c1cc(-c3ccccn3)nc3ccccc13)oc1ccccc12 | -1 | · | -2.9 | -3 | 5 | 1 | -2 | ? | -3 | -1.5
O=C(NCCSCc1c(F)cccc1Cl)Nc1ccccc1 | 2 | -14 | · | 9 | -4 | -3 | · | 22 | -1 | 0.6
Cn1c(=O)[nH]c(=O)c2c1nc(NCCO)n2CCOc1ccccc1 | -3 | -2 | 14 | -1 | 9 | 8 | -1 | 0 | 2 | -0.2
